DRD3 antagonist: D3 dopamine receptor (human) antagonism. P35462. D3R cells, DiscoveRx beta-arrestin luminescence, antagonist mode; stronger effect = lower value. max response, negative = inhibition, %. actives 2.5% (n = 360,000); in the data active = max response below about -50%; inconclusive = no clear call, values can overlap the other calls; also: % is scaled to controls: 0 for no effect and ±100 for the full control effect; mostly tested at two doses, the higher about 12 µM
Target sequence (P35462 whole entry, looked up): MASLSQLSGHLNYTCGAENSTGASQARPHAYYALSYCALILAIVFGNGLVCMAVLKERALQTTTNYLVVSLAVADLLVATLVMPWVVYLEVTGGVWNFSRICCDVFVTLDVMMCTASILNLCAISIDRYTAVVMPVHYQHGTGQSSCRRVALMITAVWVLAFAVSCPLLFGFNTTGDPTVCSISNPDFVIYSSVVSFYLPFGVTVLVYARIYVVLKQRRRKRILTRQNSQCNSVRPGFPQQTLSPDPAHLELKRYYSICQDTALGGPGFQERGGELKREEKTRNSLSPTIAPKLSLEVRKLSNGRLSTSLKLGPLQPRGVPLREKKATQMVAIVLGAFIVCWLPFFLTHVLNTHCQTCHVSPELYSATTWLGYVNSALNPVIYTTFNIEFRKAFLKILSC
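Cells expressing the human receptor were seeded at 1500 cells/well, incubated overnight at 37 degrees C in 5% CO2, then exposed to library compounds with dopamine controls for 90 minutes at 37 degrees C before luminescent detection.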
Akt phos inh: inhibitors of Akt phosphorylation; activity change, % for hits at 50 µM; actives 0.32% (n = 360,000); Neuro2A IGF-stimulated pAkt S473 HTRF, 20 min; stronger effect = lower value; in the data active = activity change below about -80%; inconclusive = mostly about -51% to -80%; also: % is scaled to controls: 0 for no effect and ±100 for the full control effect
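Single-point screen (50 µM final compound) in Neuro2A cells stimulated 20 min with 6 nM IGF at 37 deg C. After lysis, Ser473-phosphorylated Akt read by HTRF (ex 330 nm, em 615/665 nm) as the 665/615 ratio.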
EPAC2 ag: agonists of human EPAC2 (RAPGEF4). Q8WZA2. EPAC2 activation, biochemical qHTS; response scale: 100% = 6.5 mM cAMP response. Potency, µM (doses to about 154 µM), inactives show at the highest dose activation, hits mostly activators. actives 0.079% (n = 360,000). AID 720711; also: potency is read from the fitted curve at half-maximal effect; nearly all actives have a fitted effect of over 50% in size
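Setup: EPAC2 100 nM, labeled Rap1B complex 250 nM, free GDP 50 uM. Compound titrations pinned in, brief spin, 5 min room temperature incubation. Kinetic fluorescence read over 30 min, normalized to 6.5 mM cAMP.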
MmCpn inh: M. maripaludis TRiC chaperonin inhibition | purified Mm-Cpn ATPase, ADP Transcreener TR-FRET | Potency, µM (series often up to 76.9 µM), without a hit: at the highest dose activity, negative = inhibition, usual class: inhibitors | actives 0.031% (n = 330,000); also: potency is read from the fitted curve at half-maximal effect; % is scaled to controls: 0 for no effect and ±100 for the full control effect; nearly all actives have a fitted effect of over 80% in size
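Reaction buffer contained 30 mM Tris pH 7.4, 100 mM KCl, 5 mM MgCl2 and 1 mM DTT. Mm-CPN (25 nM final) hydrolysed 10 uM ATP over 30 min at 37°C; ADP was read by HTRF.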
CCT chaperon mod: cytosolic chaperonin activity modulation | purified chaperonin ATPase assay, HTRF ADP detection, 30 min | AID 651819 | activity change, % (concentration not given with the values), hits read low | actives 0.3% (n = 360,000); in the data active = activity change below about -30%; also: % is scaled to controls: 0 for no effect and ±100 for the full control effect
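TRiC (40 or 20 nM final, by batch activity) in 30 mM Tris pH 7.4, 100 mM KCl, 5 mM MgCl2, 1 mM DTT was treated with compound at 76 uM single dose, then 10 uM ATP, 30 min at 37 °C. ADP was read by HTRF Transcreener.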
PTHR1 ag: activates the human parathyroid hormone receptor PTHR1 | Q03431 | HEK293 GP2 PTHR1 cells, GloSensor cAMP luminescence, 1 h | Potency, µM (doses to about 115 µM), inactives show at the top dose activation, actives largely listed as activators | actives 0.075% (n = 410,000) | AID 743266; also: potency is read from the fitted curve at half-maximal effect; nearly all actives have a fitted effect of over 55% in size; some results filed as inactive show a strong effect at the top dose; inactives centre near -15; many of its hits are not listed in these tables
Target sequence (Q03431 whole entry, looked up): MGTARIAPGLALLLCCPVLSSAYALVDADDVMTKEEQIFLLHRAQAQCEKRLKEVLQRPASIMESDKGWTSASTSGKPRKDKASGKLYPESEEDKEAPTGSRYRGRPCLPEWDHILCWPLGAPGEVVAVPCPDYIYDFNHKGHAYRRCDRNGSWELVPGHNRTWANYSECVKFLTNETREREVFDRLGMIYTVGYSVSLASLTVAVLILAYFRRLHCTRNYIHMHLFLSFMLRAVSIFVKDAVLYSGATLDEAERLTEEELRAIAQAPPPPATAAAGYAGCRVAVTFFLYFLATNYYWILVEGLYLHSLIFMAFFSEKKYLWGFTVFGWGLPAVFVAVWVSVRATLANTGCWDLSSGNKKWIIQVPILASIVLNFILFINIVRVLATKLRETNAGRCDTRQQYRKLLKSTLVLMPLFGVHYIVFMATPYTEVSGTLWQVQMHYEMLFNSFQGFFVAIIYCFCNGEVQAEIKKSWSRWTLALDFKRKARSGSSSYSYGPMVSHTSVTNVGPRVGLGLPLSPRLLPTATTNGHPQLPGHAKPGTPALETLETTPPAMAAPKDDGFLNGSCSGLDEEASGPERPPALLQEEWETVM
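HEK-293-derived GP2 cells expressing PTHR1 and a GloSensor cAMP reporter, 3,000/well, plated overnight, given luciferin plus IBMX (each 0.5 mM as added) for 1 h at 37 °C, then compound for 1 h at 37 °C. Luminescence was read after 15 min at room temperature.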
EPAC2 antag: antagonists of human EPAC2. Q8WZA2. EPAC2 GEF exchange of Rap1B-BODIPY-GDP, fluorescence. Potency, µM (doses to about 114 µM), inactives show at the highest dose activity, negative = inhibition, most hits filed as inhibitors. actives 0.18% (n = 360,000); also: potency is read from the fitted curve at half-maximal effect; % is scaled to controls: 0 for no effect and ±100 for the full control effect; nearly all actives have a fitted effect of over 45% in size; many of its hits are not listed in these tables
DRD3 agonist: activates the human D3 dopamine receptor | AID 652048 | D3R DiscoveRx beta-arrestin cells, luminescence, 90 min | max activation, % | actives 0.58% (n = 410,000) | P35462; in the data active = max activation above about 30%; also: 0% is about no effect; mostly tested at two doses, the higher about 12 µM
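Cells at 1500/well, incubated overnight, then treated with pinned compounds (dopamine as control) for 90 min at 37 degrees C. DiscoveRx reagent added for 30 - 60 minutes at room temperature; luminescence read.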
Active calls of the source: *; i = inactive; ? = inconclusive; . = not tested or not shown; & = joins results of further samples; [ ] = another dose, or the depositor's remark. Unless noted, calls follow the shape of the dose curve; as a rule, active = well fitted curve in the direction sought with a large enough effect; inconclusive = small, poorly fitted or top-dose-only effect, or another doubt; inactive = no such curve, though single readings can be large; an effect the other way counts as inactive or inconclusive.

Structure	DRD3 antagonist	Akt phos inh	EPAC2 ag	MmCpn inh	CCT chaperon mod	PTHR1 ag	EPAC2 antag	DRD3 agonist
COC(=O)Cc1[nH]n(-c2nc3ccccc3s2)c(=O)c1C(C)=Nc1ccc(Cl)cc1	3	i	-1%	-2%	-0.4	i	-2%	0
CCCCOc1cc(NCc2ccccc2)c2ncn(C(C)C)c2c1	15	i	10%	1%	-1.1	-28%	-20%	1
Cc1ccc2nc(SCC(=O)Nc3cc(C)on3)nc(=O)n2c1	0	i	10%	-4%	0.1	i	-4%	13
Cc1ccc(NS(=O)(=O)c2ccc(C)c(NC(=S)NCCN3CCOCC3)c2)c(C)c1	7	i	-7%	3%	0.7	i	-6%	4
CC(=O)c1ccc(NC(=S)NCCCn2ccnc2)cc1	?	i	-1%	2%	-3.6	-24%	-4%	-6
O=C(Nc1cccc(C(F)(F)F)c1)c1cccnc1	-11	i	8%	.	0.6	i	-5%	-16
CCN(CC)S(=O)(=O)c1ccc(OC)c(NC(=O)CC2CCCC2)c1	13	i	9%	2%	-0.5	-13%	-7%	1
COc1ccc(S(=O)(=O)N2CCC(C(=O)NC(c3nc4ccccc4[nH]3)C(C)C)CC2)cc1 (stereo not drawn)	1	i	10%	1%	-1.5	-18%	1%	-8
COc1ccc(N2CCN(C(=O)c3cccc(N4C(=O)C5CC=CC(C)C5C4=O)c3)CC2)cc1 (stereo not drawn)	16	i	2%	2%	0.2	-1%	12%	15
COc1ccc(S(N)(=O)=O)cc1C(=O)NCC1(N2CCCCC2)CCCCC1	0	i	10%	3%	2.2	-22%	-8%	3
Cc1ccc(SCCC(=O)Nc2ccccc2C(=O)N2CCOCC2)cc1	-5	i	4%	0%	-1.5	-16%	-3%	-2
CO[C@@H]1CN(C)C(=O)c2cc(NC(=O)NC3CCCCC3)ccc2OC[C@@H](C)N(CCc2ccccc2)C[C@H]1C	-16	i	-13%	.	.	-2%	-7%	2
Cc1c(Cl)cccc1N1C(=O)CC(NNC(=O)c2cccs2)C1=O (stereo not drawn)	6	i	-13%	?	-2.4	i	6%	-1
Cc1c(CCO)c(=O)n(C)n1C(=O)c1ccc(Cl)cc1	-5	i	0%	0%	0.1	i	4%	-6
Cc1cccc(C(=O)NCc2nnc3c4ccccc4c(-c4ccccc4)nn23)c1	-12	i	-3%	-1%	-1.2	-13%	-7%	-2
CCOc1cc(/C=C2\C(=O)ON=C2c2ccccc2)cc(Br)c1O	2	i	-3%	0%	0.5	-26%	1%	-3
O=C(CSc1ccccn1)Nc1cccc(S(=O)(=O)N2CCCC2)c1	62	i	3%	-2%	-0.4	-36%[inhibitor]	0%	5
Cc1ccc(S(=O)(=O)N2CCN(C(=O)C3CC3C)CC2)c(C)c1 (stereo not drawn)	-64*	i	3%	1%	-2.6	i	1%	3
O=C(c1ccc(Br)o1)N1CCN(Cc2ccc3c(c2)OCO3)CC1	-81*	i	5%	0%	-0.3	-15%[57.5 µM]	-10%	-4
COc1ccc(NC(=O)c2ccc(-c3ccccc3C(F)(F)F)o2)cc1	?	i	5%	-2%	-1.9	-58%[inhibitor]	-8%	-75
CCOC(=O)C1=C(C)NC(C)=C(C(=O)OCC)C1c1cccc(C)n1	-17	i	0%	1%	1.4	i	1%	4
COc1ccccc1N1CCN(CCN2C(=O)C3CCCN3C2=O)CC1 (stereo not drawn)	-59*	i	12%	-1%	-3.4	-17%	10%	-34
COc1cccc(CN(C)C(=O)c2ccc3c(=O)n4c(nc3c2)CCC4)c1OC	-1	i	1%	-5%	-0.2	i	15%	2
CC(NC(=O)c1cccs1)c1ccccc1 (stereo not drawn)	0	i	9%	.	-1.3	i	10%	6
CCOC(=O)C1CC(c2ccc(Cl)cc2)=NNC1=O (stereo not drawn)	-2	i	4%	-5%	2.2	?	8%	-17
Cc1ccc([C@H]2N[C@]3(CCCN(Cc4ccc(Br)cc4)C3=O)[C@H]3C(=O)N(C)C(=O)[C@@H]23)cc1	-18	i	13%	.	-1.3	-1%	-4%	-15
Cc1csc(NC(=O)c2ccccc2O)n1	?	-99%*	13%	-5%	2.5	-14%[57.5 µM]	-3%	-2
ON(Cc1c(F)cccc1Cl)Cc1c(F)cccc1Cl	77	i	6%	-3%	-2.4	-5%	-5%	-6
O=C1CN(C(=O)CSc2nncn2-c2ccccc2)c2ccccc2N1	-14	i	7%	1%	0.5	i	10%	2
COc1ccc2c(C)cc(N3CCN(Cc4ccccc4)CC3)nc2c1	-24	i	26%	-4%	-1.2	i	4%	-23

Exported with two lines to a compound: entries from further up
Value order – DRD3 antagonist, Akt phos inh, EPAC2 ag, MmCpn inh, CCT chaperon mod, PTHR1 ag, EPAC2 antag, DRD3 agonist
> COc1ccc(S(=O)(=O)N2CCC(C(=O)NC(c3nc4ccccc4[nH]3)C(C)C)CC2)cc1 (stereo not drawn)
→ 1, i, 10%, 1%, -1.5, -18%, 1%, -8
> ON(Cc1c(F)cccc1Cl)Cc1c(F)cccc1Cl
→ 77, i, 6%, -3%, -2.4, -5%, -5%, -6

Remaining list, next part:
Structure	DRD3 antagonist	Akt phos inh	EPAC2 ag	MmCpn inh	CCT chaperon mod	PTHR1 ag	EPAC2 antag	DRD3 agonist
O=C(CNC(=O)c1ccccc1Cl)c1ccccc1	19	i	1%	1%	-1.1	-2%	0%	11
COCc1ccc(CN2CCC(n3nccc3NC(=O)C(OC)c3ccccc3)CC2)o1 (stereo not drawn)	-9	i	9%	-3%	-3.1	i	3%	-3
c1ccc(-c2ncnc3nc4n(c23)CCC4)cc1	21	i	0%	.	-0.8	13%[57.5 µM]	4%	10
CC(=O)Nc1ccc(C(=O)OCCC(C)C)cc1	-6	i	-16%	-1%	1.2	i	0%	0
CCOc1ccc(N2C(=O)C(CC(=O)Nc3ccc(F)cc3)N(Cc3ccccn3)C2=S)cc1 (stereo not drawn)	-5	i	-1%	-3%	0.8	i	-18%	-3
COC(=O)C1=C(CSCc2ccccc2)NC(=O)NC1c1cc(C)ccc1C (stereo not drawn)	-17	i	-9%	-2%	-0.2	24%[57.5 µM]	7%	9
Cc1ccc(-c2csc(NC(=O)c3cccc(N4C(=O)CCC4=O)c3)n2)o1	17	i	1%	-2%	-0.3	i	2%	1
CCNC(=O)COC(=O)c1csc2c1CCCC2	0	i	-5%	1%	-1.4	i	7%	4
COc1cc(OC)c(CN2CCC(CO)(CCOc3ccccc3)CC2)c(OC)c1	-10	i	4%	-2%	2.1	i	2%	-6
NC(=O)c1ccc(NC(=O)COC(=O)c2cc3c(s2)CCC3)cc1	3	i	5%	0%	-2.3	i	0%	4
COc1ccc(CCNC(=O)CS(=O)Cc2nc(-c3ccc(C)cc3)oc2C)cc1OC (stereo not drawn)	-8	i	12%	0%	-0.1	-17%&-3%	6%	-4&5
Cc1cc(C)nc(NC(=O)c2c(Cl)cccc2Cl)n1	6	i	4%	-2%	-0.2	i	-10%	-2
O=C(O)CCCCCNC(=O)c1ccccc1	11	i	-2%	-1%	-0.8	i	-2%	-7
Cc1noc(C)c1COc1ccccc1C(=O)N(C)CC(=O)Nc1ccc(Cl)c(Cl)c1	25	i	9%	0%	-1.6	-2%	-9%	2
O=C(NC1CCCC1)c1cccc(Cl)c1	13	i	-2%	-2%	-0.6	i	-3%	5
COc1ccc(S(=O)(=O)N(C)C[C@H]2Oc3ccc(NC(=O)Cc4cn(C)c5ccccc45)cc3C(=O)N([C@@H](C)CO)C[C@@H]2C)cc1	4	i	-5%	-9%	-2.3	i	-15%	-2
Cc1oc(-c2ccccc2Cl)nc1CS(=O)(=O)CC(=O)NCCc1ccccc1	-19	i	4%	1%	-1.5	-27%	-22%	5
O=C(CCc1ccc(S(=O)(=O)N2CCOCC2)cc1)Nc1ccc2c(c1)OCCO2	3	i	9%	1%	-0.7	i	4%	1
C/C=C/c1cccc(-c2nc(C(=O)N3CCN(C)CC3)cc3c2[C@@H](CCO)N(C(=O)NC(C)C)C3)c1	10	i	5%	.	1.9	-22%	1%	0
Cc1noc(C)c1COc1ccc2ccc(=O)oc2c1	-8	i	14%	-10%	-5.1	-27%	3%	5
Cc1ccc(NC(=S)N(CCC(C)C)C(C)c2ccncc2)c(Cl)c1 (stereo not drawn)	-20	i	0%	-2%	-1.6	i	-26%	-21
O=C(CCC1CCCC1)NNC(=O)c1cccc(Cl)c1	3	i	1%	-1%	-0.2	-11%	4%	-5
CCOC(=O)N1CCN(S(=O)(=O)c2ccc(C(=O)N(CCN(C)C)c3nc4ccc(Cl)cc4s3)cc2)CC1	?	i	12%	2%	-2.6	-15%	0%	-15
COCCNc1nc(-c2ccccc2F)c2sc(-c3ccccc3)cc2n1	-2	i	18%	.	-3.0	-21%	9%	-6
COc1ccc(Nc2cc(C)nc3ccc(OC)cc23)cc1	-24	i	-1%	2%	0.0	i	1%	5
CC(=O)c1c(C)[nH]c(C(=O)CN2CCN(S(=O)(=O)c3ccc(C(C)C)cc3)CC2)c1C	16	i	-8%	-3%	-1.8	-42%[inhibitor]	-14%	4

An excerpt from above in order of molecular weight, largest number first:
Structure	DRD3 antagonist	Akt phos inh	EPAC2 ag	MmCpn inh	CCT chaperon mod	PTHR1 ag	EPAC2 antag	DRD3 agonist
CCOc1ccc(N2C(=O)C(CC(=O)Nc3ccc(F)cc3)N(Cc3ccccn3)C2=S)cc1 (stereo not drawn)	-5	i	-1%	-3%	0.8	i	-18%	-3
COc1ccc(CCNC(=O)CS(=O)Cc2nc(-c3ccc(C)cc3)oc2C)cc1OC (stereo not drawn)	-8	i	12%	0%	-0.1	-17%&-3%	6%	-4&5
Cc1ccc(NC(=S)N(CCC(C)C)C(C)c2ccncc2)c(Cl)c1 (stereo not drawn)	-20	i	0%	-2%	-1.6	i	-26%	-21
O=C(CNC(=O)c1ccccc1Cl)c1ccccc1	19	i	1%	1%	-1.1	-2%	0%	11

Some of the compounds tested (hit frequency here may not be typical).
